Source: PubChem
Vif-A3F inh: inhibitors of Vif-A3F interaction | Potency, µM (top dose mostly 46.1 µM), inactives show at the top dose activity, negative = active | HeLa A3F-eYFP + Vif (tagged APOBEC3F with the HIV-1 protein that degrades it), YFP fluorescence increase | 390,000 compounds, 0.2% hits; further: potency means the concentration at half of the fitted maximal effect; % of control where 0% means no effect; nearly all actives have a fitted effect of over 65% in size
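HeLa cells stably expressing Vif plus C-terminally eYFP-tagged A3F were seeded, incubated overnight at 37 deg C, dosed with compound, incubated overnight again at 37 deg C. Yellow fluorescence (Ex 488/Em 500-530) reported blocked Vif-mediated A3F-eYFP degradation.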
D2 antag: antagonizes the human D2 dopamine receptor; 340,000 compounds, 2% hits; AID 485344; HEK293 TREx D2 cells, calcium flux, dopamine EC80; inhibition, % at 10 µM; in the data active means inhibition above about 30%; further: 0% is about no effect
Target sequence (P14416 whole entry, looked up): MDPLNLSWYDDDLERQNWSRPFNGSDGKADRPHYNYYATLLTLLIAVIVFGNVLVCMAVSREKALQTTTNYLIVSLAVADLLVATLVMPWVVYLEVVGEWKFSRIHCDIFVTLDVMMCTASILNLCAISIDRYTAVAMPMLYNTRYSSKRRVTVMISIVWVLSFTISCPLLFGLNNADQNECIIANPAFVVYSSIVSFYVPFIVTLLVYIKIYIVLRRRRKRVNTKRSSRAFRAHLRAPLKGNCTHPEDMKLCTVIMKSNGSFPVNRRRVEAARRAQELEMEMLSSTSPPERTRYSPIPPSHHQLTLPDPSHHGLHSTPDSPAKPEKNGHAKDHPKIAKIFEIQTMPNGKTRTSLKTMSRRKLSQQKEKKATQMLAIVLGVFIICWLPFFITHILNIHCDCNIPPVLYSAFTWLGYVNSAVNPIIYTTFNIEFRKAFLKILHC
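Inhibition of EC80 dopamine-driven calcium flux, recorded kinetically, defines activity here; cells are a tetracycline-induced HEK293 T-REx line expressing force-coupled D2.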
GRP78 ERSR act: inducers of ER stress response in human glioma cells; U87-MG GRP78 promoter luciferase reporter, 16 h; Potency, µM, inactives show at the highest dose activation, most hits filed as activators; 420,000 compounds, 0.02% hits; AID 602332; further: potency means the concentration at half of the fitted maximal effect; series mostly up to about 76 µM; % of control where 0% means no effect; nearly all actives have a fitted effect of over 35% in size
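Stably transfected U87-MG human glioma cells carrying a GRP78-based luminescent sensor were seeded at 1000 cells/well, pin-dosed with compounds and incubated 16 h. Luciferase reagent was then added, and end-point luminescence was read after 10 min at room temperature.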
ERG Ets-DNA blk: ERG Ets/DNA interaction inhibition | AID 624246 | fluorescence polarization, His-ERG Ets domain / labelled DNA | Potency, µM (titrated, usually from 76.9 µM), inactives show top-dose FP activity, negative = inhibition, hits mostly inhibitors | P11308 | 370,000 compounds, 0.028% hits; active means well fitted inhibition curve with a large enough effect in the polarisation, with a control signal flat; inconclusive means small, poorly fitted or top-dose-only effect, or effect the other way, or a change in a side signal; inactive means no such curve, though single readings can be large or run the other way; the % refers to the polarisation;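 further: polarization taken with two DNA probes labelled with fluorescein and Texas red; potency means the concentration at half of the fitted maximal effect; % of control where 0% means no effect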
Target sequence (P11308 whole entry, looked up, the tested form may be a part): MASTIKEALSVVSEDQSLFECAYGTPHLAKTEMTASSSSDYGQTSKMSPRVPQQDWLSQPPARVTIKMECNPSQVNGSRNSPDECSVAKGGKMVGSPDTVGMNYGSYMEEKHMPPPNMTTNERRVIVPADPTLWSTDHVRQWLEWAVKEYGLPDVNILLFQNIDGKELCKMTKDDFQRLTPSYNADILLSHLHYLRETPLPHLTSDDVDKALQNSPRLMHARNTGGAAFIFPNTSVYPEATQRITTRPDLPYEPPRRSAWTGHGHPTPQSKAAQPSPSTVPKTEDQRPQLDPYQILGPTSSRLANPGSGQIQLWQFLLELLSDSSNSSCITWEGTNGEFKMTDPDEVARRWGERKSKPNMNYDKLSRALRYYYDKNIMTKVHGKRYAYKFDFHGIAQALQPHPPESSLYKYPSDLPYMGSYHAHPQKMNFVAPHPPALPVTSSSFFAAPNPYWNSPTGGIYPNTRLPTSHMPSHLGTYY
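His-tagged ERG Ets domain (1 uM in the protein solution; 300mM KCl, 50mM Tris-HCl, 1mM EDTA, 1mM DTT, pH 7.5) received compound, then a probe mix of 5 nM fluorescein-DNA and 100nM Texas-615-DNA. Fluorescence polarization was read for both dyes.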
LDHA inh: blocks human lactate dehydrogenase A | P00338 | purified LDHA, NADH/diaphorase-resazurin fluorescence; stronger effect = lower value | activity change, % (values are at about 110 or 230 µM) | 480,000 compounds, 0.15% hits | AID 1347041; in the data active means activity change below about -30%; inconclusive means mostly about -25% to -30%;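 further: plate controls were DMSO wells for no effect and wells without enzyme for full effect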
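Human LDH5 at 2 nM final in Tris HCl pH 7.4 with 0.06 mM NADH and 0.2 mM pyruvate, reacted 5 minutes at room temperature. Remaining NADH coupled via diaphorase/resazurin; resorufin fluorescence read at 0 and 20 minutes, normalized to enzyme-free and DMSO wells.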
12-LOX inh: inhibitors of human 12S-lipoxygenase ALOX12; AID 1671190; 580,000 compounds, 1.1% hits; P18054; purified 12hLO, xylenol orange hydroperoxide absorbance; Potency, µM (series often up to 108 µM), for the others: at the top dose activity change, negative = inhibition, hits mostly inhibitors; further: potency means the concentration at half of the fitted maximal effect; on the % scale 0 is the no-effect control and ±100 the full control effect
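Purified human 12hLO at 150 nM in 25 mM Hepes, 0.01% Triton X-100, pH 7.0, preincubated 15 min at room temperature with compound. Reaction started with 40 uM arachidonic acid, 30 min at room temperature. Hydroperoxide measured by Fe-xylenol orange, 573/405 nm absorbance ratio.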
RGS4 inhibitor: blocks human RGS4-accelerated GTP hydrolysis; Transcreener GDP fluorescence polarization, RGS4-accelerated GTP hydrolysis; Potency, µM (series often up to 114 µM), for inactives: at the top dose activity change, negative = inhibition, hits mostly inhibitors; 390,000 compounds, 0.039% hits; AID 504845; further: potency means the concentration at half of the fitted maximal effect; on the % scale 0 is the no-effect control and ±100 the full control effect; nearly all actives have a fitted effect of over 75% in size; some results filed as inactive show a strong effect at the top dose
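MLSMR compounds (23 nl, pin-transferred) preincubated 10 min at room temperature with a 500nM (2x) first reagent, then RGS4 at 900nM (2x) plus Transcreener GDP mix added; fluorescence polarization (620/688 nm) read before and after 90 min at 30 °C.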
Vif-APOBEC3G blk: Vif-A3G binding inhibition; 410,000 compounds, 0.076% hits; Potency, µM (titrated, usually from 46.1 µM), for inactives: top-dose activity, negative = active, actives largely listed as inhibitors; HeLa A3G-eYFP + Vif (tagged APOBEC3G with the HIV-1 protein that degrades it), YFP fluorescence, overnight;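 further: potency means the concentration at half of the fitted maximal effect; on the % scale 0 is the no-effect control and ±100 the full control effect; nearly all actives have a fitted effect of over 60% in size; hits raise eYFP signal because A3G escapes Vif-driven loss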
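HeLa cells stably expressing Vif and C-terminally eYFP-tagged A3G, seeded overnight at 37 deg C, then exposed to compound by pintool overnight at 37 deg C. Rise in yellow fluorescence (Ex 488/Em 500-530, Acumen) marks blocked Vif-driven A3G degradation.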
D2 ag: agonists of human D2 dopamine receptor; P14416; HEK293 T-REx D2 cells, calcium flux agonist mode; activation, % at 2 µM; 340,000 compounds, 0.53% hits;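 active means activation over 3 SD above normal in the single-dose calcium agonist read, cut at about 30% in these data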; further: 0% is about no effect
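HEK293 Trex D2 cells, tetracycline-induced, o/n 30 C 5% CO2; no-wash Ca dye, RT 30–90 min; 10-cycle baseline, 23 nl cpd added, kinetic Ca read 180 s; agonist hits = positive Ca response.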
* marks the source's active call; other numbers are inactive results; ? = inconclusive; nt = no result given; & = joins results of further samples; [ ] = dose if it differs, or a comment. Unless noted, the call rests on the fitted dose curve; in most records, active means well fitted curve in the direction sought with a large enough effect; inconclusive means small, poorly fitted or top-dose-only effect, or another doubt; inactive means no such curve, though single readings can be large; an effect the other way counts as inactive or inconclusive. The list is partial. The share of hits here may be higher or lower than overall.

SMILES	Vif-A3F inh	D2 antag	GRP78 ERSR act	ERG Ets-DNA blk	LDHA inh	12-LOX inh	RGS4 inhibitor	Vif-APOBEC3G blk	D2 ag
Nc1nonc1-n1nnc(C(=O)N/N=C/c2ccccn2)c1CNc1ccccc1	3%	2	2%	2%	-8	7%	-10%	-3%	0.3
COc1ccc(N2CC(C(=O)NC3=NCCS3)CC2=O)cc1 (stereo not drawn)	1%	-4	-3%	6%	-1	13%	16%	5%	-0.5
CC(=O)Nc1ccccc1C(F)(F)F	6%	5	-5%	0%	-4	0%	?	-3%	1.5
CCC1Sc2ccc(S(=O)(=O)Nc3ccc(OC)cc3)cc2NC1=O (stereo not drawn)	-5%	nt	-1%	-8%	-4	-16%	14%	0%	nt
CCCN(CCC)C(=O)c1nn(C)c2c1CSc1ccccc1-2	0%	nt	-3%	4%	-1	-10%	-3%	5%	-1.5
Cc1ccc(Cl)cc1N1CCN(C(c2ccc(C#N)cc2)c2nnnn2C2CCCC2)CC1 (stereo not drawn)	-3%	-3	0%	2%	-7	-9%	22%	-5%	1.1
Cc1ccc(NC(=O)Cn2cc([N+](=O)[O-])nc2C)cc1C	?	-6	-4%	-1%	-2	12%	1%	3%	0.1
COC(=O)c1cn(CC(=O)NC2CCCCC2)c2ccccc12	-4%	-1	-1%	12%	-9	6%	32%	-3%	0.1
NC(=O)[C@H]1CC2(CC(c3cccc(NC(=O)CC(c4ccccc4)c4ccccc4)c3)=NO2)CN1C(=O)CC(c1ccccc1)c1ccccc1 (stereo partly drawn)	-11%	nt	-1%	-9%	-3	-23%	4%	1%	nt
COc1ccc(-n2nnnc2SCC(=O)Nc2cccc(NC(C)=O)c2)cc1OC	11%	5	-4%	nt	3	16%	-4%	0%	0.3
Cc1nc(-c2ccccc2)sc1C1(C)CC(c2ccc(OC(F)(F)F)cc2)=NO1 (stereo not drawn)	7%	0	-2%	5%	0	6%	-1%	2%	0.6
CC(O)CNc1nc2c(c(=O)n(C)c(=O)n2C)n1CCc1ccccc1 (stereo not drawn)	-12%	-12	-4%	0%	-7&-1	-29%&17%	-33%	6%	-0.2
COc1ccc(S(=O)(=O)N(C)CC(=O)Nc2ccccc2OC)cc1C	-5%	10	-2%	-3%	-4	0%	-21%	-1%	-0.7
Cn1c(CN2CCOCC2)nnc1SCC(=O)Nc1ccc([N+](=O)[O-])cc1O	0%	-1	-2%	1%	3	1%	11%	-5%	-0.1
COC(=O)c1cccc(NC(=O)CSc2nnc(C)n2C)c1	14%	11	1%	2%	-12	-1%	-20%	3%	-0.8
COc1ccc(-c2nnc(NC(=O)C3CC3)o2)cc1	-8%	13	1%	-14%	1	0%	20%	-1%	0.1
COc1ccccc1OCC(=O)Nc1sc2c(c1C(=O)NCC1CCCO1)CCC2 (stereo not drawn)	-1%	-3	-2%	nt	-2	-22%	-17%	-6%	-1.2
O=[N+]([O-])c1ccc(NCCNCCOc2nonc2-c2ccccc2)c([N+](=O)[O-])c1	-11%	nt	-5%	0%	2	-1%	15%	-4%	nt
O=c1[nH]c2ccc(NS(=O)(=O)c3ccc(F)c(Cl)c3)cc2[nH]1	19%	3	-4%	11%	15	-21%	-33%	-2%	-2.3
Cn1c(CN2CCN(C(=O)c3ccccc3Cl)CC2)nc2cc([N+](=O)[O-])ccc21	4%	3	-5%	11%	-6	6%	-1%	-1%	0.1
Cc1cc(Cl)ccc1NC(=O)COC(=O)CCNS(=O)(=O)c1ccccc1	1%	-9	-2%	6%	1	26%	5%	2%	-0.6
Nc1cc(C(=O)c2cccs2)ccc1Cl	-1%	-6	1%	-3%	-3	1%	6%	-1%	0.5
COc1ccc(Cn2nnnc2CN2CCC(O)(c3ccccc3F)CC2)cc1	3%	5	-9%	24%	-10	-13%	-14%	-1%	0.1
Cc1cc([N+](=O)[O-])nn1CCC(=O)NC1CCCCCC1	5%	1	-5%	0%	2	-14%	-28%	-4%	-0.6
O=S(=O)(NCc1ccc(F)cc1)c1ccc(Br)cc1Br	-9%	-18	-5%&3%	-8%	0	?	-2%	0%&-1%	0.2
Cc1ccc(-c2nc3ccccn3c2NC(=O)c2ccco2)cc1	2%	-14	-2%	nt	-13	0%	30%	0%	-0.7
Cc1ccc(CNS(=O)(=O)NCc2cccs2)cc1	-1%	-1	-3%	2%	-2	1%	-11%	-1%	-0.4
O=c1c(Cc2ccc(F)cc2)c(O)ccn1C1CCCCC1	-10%	nt	3%	4%	-3	-1%	-8%	-2%	nt
CC(C)Cn1c(=O)c(C(=O)Nc2ccccc2S(N)(=O)=O)c(O)c2ccccc21	-2%	-7	2%	-3%	-1	16%	-4%	2%	-0.2
CCOC(=O)c1cc(-c2c(Cl)cccc2Cl)no1	-5%	6	-2%	-5%	-2	85%[activator]	7%	2%	-0.5
O=C(CSc1nnnn1-c1ccccc1)Nc1nc(-c2ccccc2)ns1	9%	-6	-4%	?	-9	0%	27%	-20%	0.9
COCC(C)n1c(C)cc(C(=O)COc2ccc(C)nc2[N+](=O)[O-])c1C (stereo not drawn)	0%	1	-10%	7%	-2	0%	0%	-1%	-0.5
CC(NC(=O)CN1CCN(C(=O)c2cccs2)CC1)c1ccc(F)cc1F (stereo not drawn)	3%	nt	-1%	2%	-7	46%	4%	1%	nt
Cc1noc(C)c1S(=O)(=O)Nc1ccc(C(=O)NC2CCCCC2)cc1	-7%	22	1%	-4%	-3	3%	4%	2%	-0.2
C[C@H](CO)N1C[C@H](C)[C@@H](CN(C)CC2CC2)Oc2c(NC(=O)Cc3ccccc3)cccc2C1=O	-3%	nt	0%	5%	-4	14%	7%	-25%	nt
Cc1nc(CCNC(=O)c2ccccc2)cs1	-3%	1	8%	-3%	-7	1%	-24%	-2%	0.5
Cc1ccc(CN2CCN(c3ccccn3)CC2)s1	-1%	94*	-3%	-1%	-21	?	-6%	-1%	-2.0
COC(=O)c1sccc1NC(=O)c1ccc(OC)cc1OC	5%	15	-2%	-3%	-5	-16%	-7%	0%	0.3
Cc1c(C=O)c2ccccc2n1CC(=O)N1CCc2ccccc2C1	2%	-15	-3%	-13%	-1	?	-6%[11.4 µM]	1%	0.5
CC(C)(C)c1ccc(OCC(=O)NNC(=S)NC(=O)c2ccccc2[N+](=O)[O-])c(Br)c1	-15%	-10	8%	4%	-1	?	-41%	-17%	-0.1
COc1ccc(C2c3c(n(C)c4ccccc34)C(=O)N2CC(=O)Nc2cccc(F)c2)cc1 (stereo not drawn)	5%	nt	-1%	2%	5	-13%	-21%	-3%	1.7
CN1C(=O)c2ccccc2Sc2ccc(NC(=O)NCc3cccc(Cl)c3)cc21	1%	nt	-6%	5%	7	-9%	-3%	-6%	-0.5
CC(C)Sc1nc2c(c(=O)[nH]1)C(c1cccs1)C1=C(CC(C)(C)CC1=O)N2 (stereo not drawn)	5%	-6	-2%	-3%	0	?	-24%	0%	-1.4
Cc1ccc(C)c(N2CCN(S(=O)(=O)c3ccc4[nH]c5c(c4c3)CCCCC5)CC2)c1	-2%	nt	2%	10%	-1	-7%	-9%	-2%	1.2
Cc1ccc(-n2nc(C)c3c(C(F)(F)F)cc(-c4cccnc4)nc32)cc1C	1%	nt	-2%	-2%	-2	-14%	2%	-10%	0.7
CCN(CC)S(=O)(=O)c1ccc(C(=O)Nc2nc3c(Cl)cc(Cl)cc3s2)cc1	3%	nt	-4%	-3%	-2	0%	-9%	0%	0.6
Cc1cc(Nc2ccc(C)c(F)c2)n2ncnc2n1	0%	6	-3%	-5%	-1	-13%	-38%[56.9 µM]	1%	0.3
CCOC(=O)c1sc(NC(=O)c2nc3ncccn3n2)c(C(=O)OC)c1C	1%	nt	-3%	0%	-20	-10%	15%	1%	0.5
COc1ccc(C(C)(C)C)cc1NC(=O)COC(=O)c1ccc([N+](=O)[O-])o1	4%	-1	-2%	2%	-16	-24%	16%[11.4 µM]	8%	-0.6
COCCN(C(=O)COc1ccccc1)c1nnc(-c2cccnc2)s1	1%	-7	1%	5%	-5	-12%	1%	1%	0.2
O=C(Nc1ccccn1)c1sc2cccc(F)c2c1Cl	2%	10	-5%	-5%	-3	0%	-30%	-3%	0.2
CO/C=C\C=C/c1nnn(-c2ccc(Cl)cc2)n1	4%	nt	-1%	-15%	-1	35µM*	?	-10%	nt
Cc1ccc(-c2nn(-c3ccccc3)cc2C(N)=O)o1	21%	6	7%	-16%	-1	?	-34%	-6%	0.4
Cc1ccc(NC(=O)c2ccc(NS(=O)(=O)c3cccc4cccnc34)cc2)cc1	3%	-10	-4%	15%	-2	nt	-5%	-24%	0.6
c1ccc(COc2ccc(OCCCCN3CCCC3)cc2)cc1	-4%	-2	-7%	3%	-14	?	11%	4%	2.6
CC(=O)c1ccc(Nc2nc(N3CCOCC3)nc(N3CCOCC3)n2)cc1	-8%	2	3%	-12%	1	0%	7%	0%	0.3
